Screening data: PubChem BioAssay, several laboratories
Dengue-2 NS5 capping – Dengue-2 NS5 methyltransferase inhibitors, primary screen, biochemical, confirmation dose response (AID 588689). inhibition, % at 25 µM; hits with a dose series show IC50 in µM. Dengue-2 NS5 methyltransferase capping enzyme assay, biochemical; higher % means a stronger effect. actives 0.3% (n = 340,000); in the data active = a potency from the dose series
HIV peptide binding – cell-free HIV fusion peptide-binding blockers – biochemical, uHTS, fluorescence dequenching, primary screen (AID 1986) | cell-free peptide binding, fluorescence dequenching, 30 min; higher % means a stronger effect | inhibition, % at 20 µM, or IC50 in µM where a hit was titrated | actives 0.3% (n = 290,000); in the data active = inhibition mostly above about 52%, no sharp cut-off; inactive = mostly below about 76%; note: some results filed as inactive read as strong as hits
KOR beta-arrestin-1 – KOR antagonists, beta-arrestin recruitment, cell-based, luminescence, uHTS (AID 1778). KOR beta-arrestin recruitment, luminescence, antagonist mode; higher % means a stronger effect. inhibition, % at 10 µM, or IC50 in µM where a hit was titrated. actives 0.091% (n = 290,000); in the data active = inhibition above about 50%; note: strong numbers were not always called active
GPR55 activation – GPR55 agonists via beta-arrestin recruitment, primary screen, imaging, U2OS cells, beta-arrestin-GFP redistribution (AID 1961); U2OS GPR55 beta-arrestin-GFP redistribution imaging; higher % means a stronger effect; activation, % at 10 µM; hits with a dose series show EC50 in µM; actives 0.048% (n = 290,000);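 active = activation above 40% with more than 50 cells counted in the well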;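 note: U2OS osteosarcoma cells stably expressing GPR55 and beta-arrestin-GFP; plate controls were DMSO negative control for no effect and LPI positive control for full effect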
GPR55 antagonists – inhibition of LPI-stimulated GPR55 beta-arrestin translocation – imaging, U2OS, beta-arrestin-GFP, LPI agonist, primary screen (AID 2013). U2OS GPR55 beta-arrestin-GFP translocation imaging, LPI antagonism; higher % means a stronger effect. inhibition, % at 10 µM, or IC50 in µM where a hit was titrated. actives 0.13% (n = 290,000);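 active = spots per cell inhibited over 60%, with over 100 cells counted and total cytoplasm intensity under 500,000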;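 note: U2OS cells stably carrying GPR55 and arrestin-GFP stimulated by 5 µM LPI near EC80; imaged beta-arrestin-GFP aggregate spots per cell after agonist stimulation; plate controls were LPI-stimulated DMSO wells for no effect and DMSO wells without LPI for full effect; some results filed as inactive read as strong as hits; confirmed hits need IC50 under 10 µM and bright autofluorescent wells are also inconclusive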
KOR beta-arrestin-2 – kappa opioid receptor activators – cell-based, luminescence, uHTS, primary screen (AID 1777); one-dose activation, % at 10 µM; EC50 in µM for titrated hits; actives 0.02% (n = 280,000); KOR beta-arrestin recruitment, luminescence; higher % means a stronger effect; in the data active = activation above about 50%, passing the limit was not always enough; note: a part of the inactive calls stands beside numbers as strong as those of hits
GPR35 arrestin U2OS – inhibition of zaprinast-stimulated GPR35 beta-arrestin translocation – imaging, U2OS, beta-arrestin-GFP, zaprinast agonist, primary screen (AID 2058). U2OS GPR35 beta-arrestin-GFP translocation imaging, zaprinast antagonism; higher % means a stronger effect. inhibition, % at 10 µM; hits with a dose series show IC50 in µM. actives 0.052% (n = 290,000);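 active = inhibition of at least 50% with at least 30 cells and total cytoplasm GFP at most 10,000,000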
NOD1 NF-kB reporter – inhibition of NOD1-driven NF-kB reporter – cell-based, luminescence, uHTS, primary screen (AID 1578). NOD1-driven NF-kB luciferase reporter cells, luminescence; higher % means a stronger effect. actives 1% (n = 290,000). one-dose inhibition, % at 4 µM; EC50 in µM for titrated hits; in the data active = inhibition mostly above about 36%, no sharp cut-off; inactive = mostly below about 34%;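 note: HEK-293T reporter cells stimulated with the NOD1 agonist gamma-tri-DAP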
West Nile virus CPE – inhibition of WNV-induced cytopathic effect – cell-based, CPE readout (AID 1621); West Nile virus-infected cells, CPE inhibition; higher % means a stronger effect; CPE inhibition, % at 10 µM; hits with a dose series show IC50 in µM; actives 0.02% (n = 290,000); in the data active = a potency from the dose series; note: strong numbers were not always called active
* hit, by the source's call; . = no result given; [ ] = dose if it differs, or a comment. Not all compounds are listed; rates above refer to the full screens.

SMILES	Dengue-2 NS5 capping	HIV peptide binding	KOR beta-arrestin-1	GPR55 activation	GPR55 antagonists	KOR beta-arrestin-2	GPR35 arrestin U2OS	NOD1 NF-kB reporter	West Nile virus CPE
O=C(CC1C(=O)NC2CCCCC2N1C(=O)c1ccc(F)cc1)Nc1ccccc1 (stereo unspecified)	-1%	0.8%	27%	-0.1%	-9%	-1.3%	-2%	-1%	-0.2%
COc1ccc(C(=O)Nc2cc(C(C)=O)c(C)oc2=O)cc1	-1%	-0.3%	0%	0.1%	4%	0.0%	-3%	-26%	-0.2%
CC(C)[C@H](NC(=O)c1ccco1)C(=O)OCC(=O)Nc1ccc(F)cc1	-10%	-0.5%	20%	1.5%	-3%	-3.5%	12%	-16%	0.0%
O=C(NCc1cccnc1)c1csc2c1CCCC2	-10%	0.0%	16%	0.1%	-6%	4.4%	5%	-24%	-0.9%
O=C(CN1C(=O)C(=O)c2ccccc21)c1ccccc1	-5%	-2.1%	-24%	-0.1%	-1%	-1.9%	7%	2%	-0.1%
COc1ccc(CCNS(=O)(=O)c2cc(/C=C/C(=O)O)ccc2C)cc1OC	4%	-0.1%	19%[20 µM]	-0.1%	-1%	-7.7%	17%	-22%	1.2%
CCOc1ccc(OCC(O)CN2CCc3ccccc3C2)cc1 (stereo unspecified)	-10%	-0.1%	24%	-0.1%	4%	-5.6%	15%	0%	-0.9%
CC(=O)Nc1ccccc1NC(=O)c1ccc(C)c(C)c1	2%	-1.0%	0%	0.4%	-9%	-2.7%	3%	-31%	-0.6%
CC(=NCCCn1ccnc1)C1=C(O)c2ccccc2C1=O	-7%	-0.5%	-9%	-2.3%	3%	10%	14%	17%	-0.3%
CC(=O)Cc1nsc(NC(=O)c2ccc(-c3ccc(Cl)c(Cl)c3)o2)n1	-8%	35%	-62%	-0.3%	-17%	-0.4%	-10%	-13%	-0.4%
O=C(CN1CCN(Cc2ccccc2Cl)C1=O)NC1CCCCCCC1	-10%	11%	-3%	-0.1%	10%	0.9%	2%	-8%	-0.5%
O=C1CC(N2CCC(Cc3ccccc3)CC2)C(=O)N1CCc1ccccc1 (stereo unspecified)	0%	-2.0%	6%	-0.1%	-5%	6.9%	4%	3%	-0.4%
Cc1ccc(N2C(=O)NC(NC(=O)c3ccc(Cl)cc3)(C(F)(F)F)C2=O)cc1 (stereo unspecified)	-4%	2.4%	-2%	0.1%	17%	6.9%	-3%	-14%	-1.5%
CCN(CC)CCC(=O)NN	-7%	-1.3%	-32%	0.1%	8%	1.0%	0%	-5%	0.0%
CCCn1c(=O)c2ccccc2n2c(SCC(=O)c3ccccc3)nnc12	-3%	-2.7%	20%	-0.1%	-10%	-4.3%	4%	0%	-0.5%
COc1ccc(NC(=O)CS(=O)(=O)Cc2ccccc2)c([N+](=O)[O-])c1	-3%	-1.1%	-19%	0.3%	-3%	6.5%	0%	-6%	-0.6%
Cc1ccc(N=c2sc(C)c(C)n2C)cc1	9%	-0.4%	-43%	-0.2%	3%	2.2%	-16%	-63%	0.3%
COc1cccc(/C=N/n2c(-c3cc(C)[nH]n3)n[nH]c2=S)c1OC	-1%	2.2%	-8%	0.2%	0%	0.0%	3%	0%	0.1%
Cc1cc(C)cc(N(CC(=O)Nc2ccccc2)C2=NC3CS(=O)(=O)CC3S2)c1 (stereo unspecified)	-8%	-2.2%	-11%	0.2%	-1%	-5.1%	-4%	-8%	-0.1%
O=S(=O)(N1CCCCC1)N1CCN(CC(O)COc2ccc3cc(Br)ccc3c2)CC1 (stereo unspecified)	6%	-2.5%	-61%	-0.1%	-7%	1.6%	2%	-1%	-1.3%
CC(C)(C)NC(=O)Cn1c(SCC(=O)NCc2cccs2)nc2ccccc21	-6%	1.8%	.	0.1%	-6%	.	-4%	-10%	-0.4%
COc1ccc(C2c3c(oc4ccccc4c3=O)C(=O)N2Cc2ccncc2)cc1 (stereo unspecified)	.	0.9%	-3%	-0.1%	-1%	-0.6%	-5%	15%	0.0%
c1ccc(CN(Cc2ccccc2)c2ncnc3c2nnn3Cc2ccccc2)cc1	.	1.2%	16%	-0.1%	17%	3.4%	-13%	-3%	-0.3%
COc1ccc(CNC(=O)C(c2ccc(O)cc2)N(Cc2ccco2)C(=O)c2snc(C(N)=O)c2N)cc1 (stereo unspecified)	-11%	-0.8%	-32%	-0.1%	0%	0.3%	10%	44%	1.1%
C/C(=N/O)c1c(O)c(C)c(-c2ccccc2)n(-c2ccccc2)c1=O	-5%	0.6%	.	0.0%	10%	0.7%	-2%	-27%	-0.5%
COc1cccc(NC(=S)NN=C2CCC(C(C)(C)C)CC2)c1 (stereo unspecified)	1%	-1.9%	16%	1.1%	-6%	-2.4%	-9%	-2%	-0.4%
CCOc1cc(S(=O)(=O)Nc2ccc(CC)cc2)ccc1Cl	-7%	0.2%	13%	-0.1%	15%	-5.7%	22%	41%	-1.1%
COc1cccc(NC(=O)C2CCCO2)c1 (stereo unspecified)	-3%	-2.0%	-3%[20 µM]	-0.1%	-19%	-3.5%	-10%	-28%	1.0%
Cc1ccc(CN(C(=O)c2ccco2)C2CCS(=O)(=O)C2)cc1 (stereo unspecified)	-2%	-0.3%	3%	0.3%	10%	9.2%	-4%	-24%	-0.9%
O=C(NCC(=O)N(c1ccccc1)C(C(=O)NCC1CCCO1)c1ccccc1)c1ccco1 (stereo unspecified)	-11%	-1.9%	-21%	0.2%	-16%	16%	-5%	4%	-0.3%
N/C(=N\OC(=O)Nc1ccccc1)c1cccc(C(F)(F)F)c1	-4%	-2.7%	22%	-0.3%	10%	1.2%	16%	0%	0.1%
Cn1c(=O)n(-c2ccccc2)c(=O)c2c3c(sc21)COC(C)(C)C3	-13%	-0.3%	-6%	-0.2%	-3%	-5.2%	5%	3%	0.0%
CSc1nc(N2CCOCC2)c2c(c1C#N)CC(C(C)C)OC2 (stereo unspecified)	1%	-2.0%	-20%	0.8%	-1%	-7.0%	-7%	5%	-1.1%
CCNc1nc(NC(C)C)nc(OCCNS(=O)(=O)c2cc(C)ccc2C)n1	-3%	-0.9%	3%	-0.3%	2%	.	-15%	-13%	-0.1%
c1ccc2c(-c3[nH]ncc3CNCCCn3ncc4ccccc43)cccc2c1	-1%	2.2%	-8%	0.5%	-3%	.	-10%	-19%	-1.8%
Cc1ccc2[nH]c(=O)c(CN(Cc3ccco3)C(=O)CN3CCCC(C)C3)cc2c1 (stereo unspecified)	-5%	1.1%	0%	0.1%	-5%	5.7%	19%	-22%	-0.7%
CCS(=O)(=O)N1Cc2ccccc2CC1C(=O)N(C)Cc1ccc(OC)cc1OC (stereo unspecified)	-12%	-0.6%	0%	-0.2%	-6%	4.2%	-11%	0%	-1.1%
Cc1ccc([N+](=O)[O-])cc1-c1ccc(/C=N/NC(=O)CN2CCOCC2)o1	-5%	-0.8%	10%	0.1%	-1%	3.3%	-12%	0%	0.2%
Cc1ccc(NC(=O)c2cc3c(s2)CCC3)cc1S(=O)(=O)N1CCOCC1	-1%	-0.6%	-26%	-0.1%	19%	0.8%	-4%	5%	-0.4%
CC(Oc1cccc(Cl)c1)C(=O)NCc1ccc(S(N)(=O)=O)cc1 (stereo unspecified)	-5%	1.8%	-24%	0.0%	14%	2.9%	5%	-14%	0.3%
O=C(O)c1cc(-c2ccco2)nn1-c1ccc(Cl)cc1	-13%	72%	3%	0.5%	4%	-3.6%	-2%	-29%	0.3%
COCCn1c(SCC(=O)Nc2ccc(Cl)cn2)nc2ccccc21	-5%	1.4%	26%	-0.1%	3%	-6.3%	-7%	-22%	0.8%
CCOC(=O)C1(Cc2cccc(F)c2)CCN(Cc2cn(CC)nc2C)CC1	-7%	-0.5%	4%	0.4%	-3%	-2.7%	12%	-35%	-0.6%
CCCC(=O)c1cc(F)c(N2CCN(C(=O)OCC)CC2)cc1C	-8%	-0.2%	10%	-0.2%	-6%	-2.8%	-3%	-9%	-0.8%
COc1ccccc1C(=O)Nc1ccc(-c2nnn(CC(=O)N3CCN(C(=O)c4ccco4)CC3)n2)cc1	-10%	0.1%	-27%	0.2%	6%	-2.4%	0%	-14%	0.2%
CC(C)=CCN1CCN(CCCc2ccccc2)CC1CCO (stereo unspecified)	2%	1.4%	-54%[20 µM]	-0.2%	-12%	-2.1%	-9%	2%	-0.7%
COC(=O)CC[C@@H](C(=O)O)N1C(=O)c2ccccc2C1=O	-1%	0.6%	25%	0.3%	-7%	-10%	8%	4%	0.0%
Cc1ccccc1C(=O)NC=C1C(=O)OC(C)(C)OC1=O	3%	3.8%	-14%	0.2%	-7%	-4.8%	4%	-20%	0.3%
CCCOc1ccc(-c2nc(-c3ccc(N)cc3)cs2)cc1	.	0.5%	-12%	0.0%	4%	-5.0%	-5%	-5%	-0.2%
CCOc1ccccc1OC(=O)c1ccco1	-8%	-0.3%	-28%	-0.1%	-2%	5.1%	-1%	-20%	0.0%
CCC1CCCCN1CCCNC(=O)CCC(=O)N1CC(C)Oc2ccccc21 (stereo unspecified)	0%	1.0%	-4%[20 µM]	-0.1%	0%	-4.9%	-5%	15%	-0.8%
